Tat export inh: inhibitors of E. coli Tat protein transport | E. coli MC4100 TorA-mCherry Tat export, fluorescence | actives 0.036% (n = 340,000) | AID 488895 | inhibition, % at 10 µM;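 active = mean replicate inhibition at least 50% and at least half of replicates individually reaching 50%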;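 note: exported cargo escapes ClpAP degradation while cytoplasmic cargo is degraded and loses fluorescence; 0% = median of neutral control wells and 100% = median of NaSCN control wells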
Mot1-301 SUMO: inhibitors of SUMOylation pathway: yeast Mot1-301 growth rescue. S. cerevisiae Mot1-301 growth rescue, ATP luminescence, 38.5C; percent above DMSO median, 100 means doubled. actives 1% (n = 320,000). growth rescue, % at 18.8 µM;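 active = every valid replicate shows activation above 250% relative to neutral control wells; inactive = the rest, any valid replicate at or below 250%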;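 note: OY570 slx delta 5 strain wells were the positive control but not used for scaling; some compounds called inactive have numbers as strong as hits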
PfHsp90 yeast 2: growth inhibition of yeast expressing Plasmodium Hsp90. actives 0.32% (n = 310,000). AID 504621. inhibition, % at 9.4 µM. S. cerevisiae expressing PfHsp90, BacTiter-Glo ATP, 48 h; yeast lacking PDR1 and PDR3 efflux regulators;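 active = every replicate shows inhibition above about 80%, whatever the replicate mean, limit read from the data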;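 note: 0% = DMSO neutral controls and 100% = 20 µM radicicol positive controls; yeast relying on Plasmodium falciparum Hsp90 in place of its own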
Ecoli viability: counter-screen for AddAB inhibitors: E. coli growth inhibition; E. coli V3065 growth, OD600 absorbance, 18 h; inhibition, % at 11.9 µM; actives 0.27% (n = 330,000);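 active = inhibition above the campaign's mean inhibition across all tested compounds plus 3 SD, cut at about 9.9% in these data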;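 note: uninfected addAB+ strain grown without phage in ampicillin broth; 0% = DMSO wells and 100% = ciprofloxacin 0.95 µg/ml wells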
AddAB inh: less growth of phage-infected E. coli with AddAB. E. coli expressing H. pylori AddAB, absorbance growth. actives 0.29% (n = 330,000). inhibition, % at 11.9 µM; in the data active = inhibition above about 12%;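 note: 0% = vehicle wells of infected cells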
PKA-R1A activ: PKA-R1A complex activation | activation, % at 11.4 µM | P00514+P68181 | actives 0.083% (n = 340,000) | PKA-R1A dissociation, Cy5-IP20 fluorescence polarization; scaled: DMSO 0%, 113 µM cGMP 100%;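 active = percent activation above the mean of all tested compounds plus 3 SD, cut at about 19% in these data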;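 note: higher means more PKAc released from R1A so a rise in polarization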
PKA-R2B activ: activates the human PKA-R2B holoenzyme complex | P22694+P31323 | activation, % at 11.4 µM | PKA-R2B holoenzyme dissociation, Cy5-IP20 fluorescence polarization; R2B truncated from residue 108, S112A mutant; 0% DMSO only, 100% 113 µM cGMP | actives 0.079% (n = 340,000);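 active = activation above a cutoff set at the mean over all compounds plus 3 SD, cut at about 18% in these data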;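 note: higher means more holoenzyme dissociation and a rise in polarization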
MOR-DOR ag: agonists of human mu-delta opioid receptor heterodimerization | P35372+P41143 | cells, OPRM1-OPRD1 heterodimerization, luminescence | activation, % at 9.3 µM | actives 0.3% (n = 340,000) | AID 504326; in the data active = activation above about 18%;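 note: 0% = vehicle-treated cells and 100% = reference agonist; values of inactives mirror those of a sister screen read the other way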
Target sequence (P35372 whole entry, looked up): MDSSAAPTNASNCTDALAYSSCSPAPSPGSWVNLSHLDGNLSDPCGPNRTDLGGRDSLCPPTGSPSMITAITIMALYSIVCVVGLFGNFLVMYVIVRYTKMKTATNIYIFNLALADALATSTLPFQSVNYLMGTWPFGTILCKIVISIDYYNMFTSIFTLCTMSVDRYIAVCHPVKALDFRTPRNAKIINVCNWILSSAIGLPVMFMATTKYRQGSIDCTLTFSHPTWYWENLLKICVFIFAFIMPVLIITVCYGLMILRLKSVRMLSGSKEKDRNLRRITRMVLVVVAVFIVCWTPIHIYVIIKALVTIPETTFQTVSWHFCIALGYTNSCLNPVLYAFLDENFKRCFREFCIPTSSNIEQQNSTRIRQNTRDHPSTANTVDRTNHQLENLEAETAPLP
Target sequence (P41143 whole entry, looked up): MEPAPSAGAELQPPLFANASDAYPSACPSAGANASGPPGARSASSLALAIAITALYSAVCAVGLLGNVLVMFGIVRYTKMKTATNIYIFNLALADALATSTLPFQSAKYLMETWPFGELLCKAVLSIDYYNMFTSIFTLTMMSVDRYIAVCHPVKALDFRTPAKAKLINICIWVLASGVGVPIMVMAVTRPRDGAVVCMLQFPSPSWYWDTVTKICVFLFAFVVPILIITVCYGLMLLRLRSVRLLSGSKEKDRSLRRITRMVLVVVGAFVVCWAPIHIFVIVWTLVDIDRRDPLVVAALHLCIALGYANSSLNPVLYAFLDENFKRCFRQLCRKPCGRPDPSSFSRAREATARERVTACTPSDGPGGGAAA
HTR5A inv ctr: HTR5A inverse agonism, opioid heterodimer counter-screen | actives 0.083% (n = 340,000) | P47898 | HTR5A cell line, luminescence | inhibition, % at 9.3 µM; in the data active = inhibition mostly above about 23%, no sharp cut-off; inactive = mostly below about 18%;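 note: 0% = cells with DMSO and 100% = no-cell wells with DMSO; some compounds called inactive have numbers as strong as hits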
phage Ecoli inh: E. coli growth loss with phage present. growth absorbance. inhibition, % at 11.9 µM. actives 0.26% (n = 360,000); in the data active = inhibition above about 11%
MOR-DOR inv ag: mu-delta opioid heterodimer inverse agonism. inhibition, % at 9.3 µM. cell-based MOR-DOR heterodimer luminescence. P35372+P41143. actives 0.21% (n = 340,000); in the data active = inhibition above about 22%, passing the limit was not always enough;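 note: 0% = cells with DMSO and 100% = wells without cells with DMSO; values of inactives mirror those of a sister screen read the other way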
The depositor's hits bear a star; · = not tested or not shown.

Molecule	Tat export inh	Mot1-301 SUMO	PfHsp90 yeast 2	Ecoli viability	AddAB inh	PKA-R1A activ	PKA-R2B activ	MOR-DOR ag	HTR5A inv ctr	phage Ecoli inh	MOR-DOR inv ag
O=C(C1CC1)N1CCc2cc(Br)cc(S(=O)(=O)NCCN3CCOCC3)c21	-7	-1	32	-1.4	2.5	-6	6	-2.1	-2	3.5	12
CN(C)S(=O)(=O)c1cccc(NC(=O)COC(=O)CCOc2ccccc2)c1	-5	7	6	-0.8	1.0	-11	-11	0.5	7	2.1	-3
CC(=O)/C=C1/SC(CC(=O)O)C(=O)N1c1ccccc1 (centres undefined)	-12	-15	14	1.8	1.7	-18	-21	0.2	-4	2.1	-1
O=C(Nc1ccc(NC(=O)C2CC2)cc1)c1ccco1	-1	1	12	-1.1	1.1	-2	-5	0.3	-1	-1.1	-3
CCOc1ccccc1NC(=O)CCS(=O)(=O)c1ccc2c(c1)CCN2C(C)=O	-5	8	-4	-1.4	1.2	-7	5	-2.1	11	3.1	11
Clc1ccc(-c2nc(C3CCCCC3)no2)cc1	0	-2	5	0.4	1.6	2	-2	-0.6	4	3.3	3
CSCC[C@H](NC(=O)c1ccc(OCC2CCCO2)cc1)c1nc2ccccc2[nH]1 (some centres undefined)	-4	-4	41	-1.9	0.8	1	-6	-3.3	1	4.7	17
CC(C)C(c1nnnn1CCc1ccccc1)N1CCN(C(=O)c2ccco2)CC1 (centres undefined)	-4	·	-15	·	·	6	-15	-1.1	-19	-0.3	7
CN(Cc1ccccc1)C(=O)c1[nH]cnc1C(=O)N[C@@H](Cc1ccccc1)C(=O)OC(C)(C)C	9	-13	3	-1.9	-3.2	3	-2	-1.4	-28	1.6	8
CCCOc1ccc(C(NC(=O)CC(C)C)NC(=O)CC(C)C)cc1OC	5	9	11	0.3	3.3	3	-4	1.0	-29	3.3	-5
CCCSC1=C(C#N)C(c2cccs2)CC(=O)N1 (centres undefined)	-7	-14	-11	1.0	8.1	-8	-9	-2.5	-34	2.2	13
Cc1ccc(SC(C)C(=O)NC2CC2)cc1 (centres undefined)	-4	-10	9	2.4	-0.9	7	-4	-2.6	12	0.2	13
O=C(COC(=O)Cc1ccsc1)Nc1ccc(Br)cc1F	-2	1	12	0.0	0.4	-10	-4	-0.2	-12	3.2	1
COc1ccc(N2CCOCC2)c(NC(=O)c2cccc3ccccc23)c1	1	-12	-17	0.7	3.5	1	-8	1.5	-3	-0.6	-7
Cc1cccc(NC(=O)c2ccc(-n3ccnc3)nc2)c1	-1	12	·	3.1	5.7	-5	5	1.0	11	2.2	-5
Cc1cc(Br)ccc1NC(=O)CCSc1ccccc1	2	-7	-49	0.4	1.3	-2	3	2.6	17	1.4	-15
Cc1cc(=O)oc(C)c1C(=O)OCC(=O)c1ccc(Cl)cc1	5	-9	-17	2.1	2.5	-4	0	-2.0	1	1.2	10
Cc1cccc(N2CCN(C(=O)CCc3nc4ccccc4[nH]3)CC2C)c1 (centres undefined)	1	4	10	-1.4	-4.5	-2	-1	1.7	-13	3.1	-10
CS(=O)(=O)N(CC(=O)N1CCOCC1)c1ccccc1	-3	7	-7	-2.6	1.2	-1	-8	-2.3	-23	3.2	12
CCOc1cc(/C=C2\NC(=S)N(C)C2=O)ccc1OCc1ccc(C(=O)O)cc1	-3	26	2	-3.0	-0.9	-3	3	-2.9	-11	-0.4	16
O=C(CCS(=O)(=O)c1ccc(Cl)cc1)Nc1nnc(-c2ccco2)o1	-2	-5	·	-1.5	0.3	-7	-12	-0.4	6	-0.1	3
O=c1[nH]c2ccc(NC(=S)NCc3ccccc3)cc2[nH]1	4	-12	-1	-0.2	0.7	-1	2	-3.8	-18	5.8	21
O=C(c1ccccc1[N+](=O)[O-])N1CCc2ccccc2C1	-2	8	-17	-1.8	3.2	4	5	0.1	0	3.0	0
S=c1[nH]c2cc3ccccc3cc2[nH]1	-2	529	0	1.3	3.5	-19	0	6.9	8	-1.9	-36
COc1ccc(NC(=O)CCN2C(=O)c3cccc([N+](=O)[O-])c3C2=O)cc1	-6	2	-16	0.6	-1.9	3	1	-0.2	-19	1.5	1
F[B-](F)(F)c1cncc2ccccc12	-12	·	5	·	·	5	-15	-3.1	-6	2.3	14
Cc1cc(=O)oc(C)c1C(=O)Nc1ccc(F)cc1	0	16	-10	2.9	-0.3	-6	5	-3.4	-12	3.0	17
CCn1cnc2c1c(=O)n(CC(=O)Nc1cc(C)on1)c(=O)n2Cc1ccccc1	-6	14	-24	-1.6	-0.2	1	-9	-5.3	-9	-0.3	24
CN1C(=O)CS(=O)c2ccc(C(=O)NCCC3=CCCCC3)cc21 (centres undefined)	-4	9	·	0.0	4.3	-8	9	0.3	-12	2.3	-2
Cc1ccc2c(c1)nc(NCCO)n2C	6	-4	0	-0.5	3.8	1	-4	-1.7	-27	1.4	10
CN(CC(=O)Nc1ccccc1C(F)(F)F)C(=O)c1cccc(-n2cccc2)c1	-2	-13	-38	-1.1	1.3	2	-5	0.7	-16	1.5	-5
Cc1ccc(S(=O)(=O)N(C)C[C@H]2Oc3ccc(NC(=O)Nc4c(C)noc4C)cc3CC(=O)N([C@@H](C)CO)C[C@@H]2C)cc1	2	5	-5	0.3	3.4	-6	2	0.9	9	1.4	-6
CC(C)NC(=O)Nc1cccc2c1O[C@H](CN(C)C(=O)NC1CCCCC1)[C@H](C)CN([C@H](C)CO)C2=O	2	26	-12	0.1	0.8	-11	1	0.8	7	1.9	-5
COc1cccc(NC(=O)CN(C)C(=O)c2ccc(COc3ccccc3)o2)c1	-11	-1	14	-1.2	1.0	-3	6	-0.4	-4	2.0	1
Cc1cc(C)c2c3c(cn2n1)c(=O)n(C)c(=O)n3C	-1	184	4	-1.6	0.9	3	11	2.3	-22	1.9	-14
CC(C)(C)OC(=O)N[C@H](C(=O)OC(C)(C)C)c1ccc2c(c1)OCO2	7	-10	5	-2.4	-1.0	5	-11	1.2	-25	2.0	-7
COc1ccc(N2C(=O)C3CC(C)=C(C)CC3C2=O)c(OC)c1 (centres undefined)	0	-8	-19	-0.2	1.5	10	6	0.0	-6	2.2	0
CC(=O)Nc1ccc(S(=O)(=O)Nc2ccc(-c3ccc4nnc(C)n4n3)cc2)cc1	0	6	6	-0.6	-0.8	-12	0	-0.6	12	3.2	4
Cc1ccc2c(c1)C(=O)CC1(CCCCCC1)O2	6	-8	3	-0.7	1.8	2	2	-0.5	-14	1.6	3
CCCCOc1ccc(CSc2nncn2N)cc1	2	5	-1	-2.2	2.4	3	6	-2.1	0	0.9	9
O=c1cc2oc3cc(O)c(O)cc3c(-c3ccccc3O)c-2cc1O	1	·	21	·	·	-6	-7	-1.8	1	·	10
Cc1ccc(N(C)C(=O)c2cnn(-c3ccccc3)c2C)c(C)c1	-2	-26	-24	-0.8	2.7	1	2	-1.4	-19	-1.5	7
CCCOC(=O)CCCCCCCCC(O)CN1CCCCC1 (centres undefined)	-1	26	·	0.0	7.4	-7	-5	-1.7	6	0.6	8
CC(C)(C)c1ccc(OC(=O)CN2C(=O)C3C4CCC(C4)C3C2=O)cc1 (centres undefined)	6	-8	-56	-3.2	4.6	5	-6	14	2	4.1	-71
Cc1[nH]c2ccccc2c1CCC(N)=O	-13	3	-27	0.3	4.0	-13	17	-1.6	-3	0.3	9
COCCNC(=O)c1c(C)cc(C)cc1C	2	2	-8	0.9	1.1	0	2	-1.7	-3	4.5	12
Cc1ccc(N2CC(C(=O)N/N=C/c3sccc3C)CC2=O)cc1 (centres undefined)	3	11	14	0.2	3.9	-8	-4	0.1	4	2.1	0
COc1ccccc1N1CCN(Cc2ccco2)CC1	-11	-6	24	0.8	-0.3	-3	5	-3.1	3	0.3	15
CCNC(=O)N1CCNC(=O)C1CC(=O)Nc1ccc(C(=O)OCC)cc1 (centres undefined)	-5	14	22	-0.2	2.7	-12	4	-2.6	12	1.3	11
CCOc1nnc(C)c2c(C)n(-c3ccc(Cl)cc3)nc12	-3	226	-14	-1.4	-0.5	-2	10	-0.5	0	2.5	3
S=c1[nH]nc(-c2ccncc2)n1CC1CCCO1 (centres undefined)	10	-1	9	0.7	1.9	-8	-3	-0.7	1	2.3	4
Cc1nn(Cc2c(Cl)cccc2Cl)c(C)c1C(=O)NCc1ccc(C)n1C	2	48	-1	0.1	2.9	3	-1	-0.8	23	1.6	4
Cn1cc(Br)c(C(=O)N/N=C/c2cc3ccccc3nc2Cl)n1	32	1	-6	·	·	-9	-9	0.0	-11	1.3	0
Cc1ccnc(NC(=O)c2ccc(Br)s2)c1	-14	618*	10	2.7	4.0	-6	0	-1.6	-14	2.3	7
O=C1CC(c2ccc(F)cc2)CC(O)=C1C=NCCN1CCN(C(=O)Nc2ccccc2)CC1 (centres undefined)	-1	-4	10	-0.4	-1.2	4	6	-1.9	-12	-0.2	11
O=C(Nc1sc2c(c1C(=O)O)CCC2)c1ccco1	2	-20	13	0.5	1.9	-12	-1	-1.5	25	3.4	7
Nn1c(SCC(=O)NCCc2ccc(F)cc2)nnc1C1CCCCC1	-1	-8	·	-0.2	1.1	-2	-1	0.6	5	1.9	-2
COc1cc(C(C)=O)ccc1Oc1cc(NN2CCCCC2)c([N+](=O)[O-])cc1[N+](=O)[O-]	-3	4	-6	0.2	0.0	-2	-15	-2.6	-21	-0.4	15
CC(C)C(=O)n1nc(-c2cccnc2)nc1NCc1ccc(F)cc1	0	-12	-36	-2.9	1.1	10	-11	6.8	2	-0.9	-35
COc1cccc(-c2nnc3sc(-c4cccs4)nn23)c1	1	456	-8	-2.0	2.3	2	4	-1.8	-37	3.3	10

Following part
Molecule	Tat export inh	Mot1-301 SUMO	PfHsp90 yeast 2	Ecoli viability	AddAB inh	PKA-R1A activ	PKA-R2B activ	MOR-DOR ag	HTR5A inv ctr	phage Ecoli inh	MOR-DOR inv ag
NS(=O)(=O)c1ccc(CNC(=O)Cc2ccc(S(=O)(=O)N3CCOCC3)s2)cc1	-2	-4	1	-0.8	-1.1	-1	-9	-0.1	-2	-1.0	1
CCOC(=O)/C=C/S(=O)(=O)c1ccc(NC(C)=O)cc1	-28	28	8	-1.9	0.0	-2	0	-6.2	13	3.5	30
CC1CCN(C(=O)c2ccc(Br)c(S(=O)(=O)N3CCOCC3)c2)CC1	-12	242	20	0.6	3.2	-5	-5	-0.2	9	-0.4	1
COC(=O)C=CC(=NNc1ccccc1)c1ccccc1	-6	·	9	·	·	-3	-13	3.3	-3	0.8	-17
CCOC(=O)C1(Cc2ccccc2C(F)(F)F)CCN(C(C)COC)CC1 (centres undefined)	-2	4	6	-0.3	-0.3	2	-5	3.2	-15	2.1	-16
CC(=O)NCc1ccc(S(=O)(=O)N2CCN(S(=O)(=O)c3ccc4ccccc4c3)CC2)cc1	-7	·	·	·	·	8	9	-0.3	-24	2.4	2

Bioassay records (PubChem)
